Lipid storage S3 = qHTS Assay for Lipid Storage Modulators in Drosophila S3 Cells | Drosophila S3 cells, BODIPY lipid droplet fluorescence, 18-24 h; cells fed with added oleic acid | Potency in µM for hits, for the others lipid storage change, negative = inhibition, % at the top dose, mostly 46.1 µM | 320,000 compounds, 0.64% hits | AID 2685; active = well fitted inhibition curve with a large enough effect in the signal ratio, with a control signal flat, not every such curve was filed as active; inconclusive = small, poorly fitted or top-dose-only effect, or effect the other way, or a change in a side signal; the % refers to the signal ratio
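Laser-scanning cytometry quantifies lipid droplet accumulation (500–530 nm total intensity; droplet/cell object ratio) in oleic acid-fed (400 uM added) Drosophila S3 cells treated with a concentration series. 20 uM Triacsin C defined 100% inhibition.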
Lipid storage S3 cell count max = further read-out of Lipid storage S3, marked with its call; cell number change, %; measured here: cell count max response;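 cells counted by Cell Tracker Red CMTPX staining in the red channel; peak over a dose series mostly up to 46.1 µM; percent activity relative to internal control wells on each plate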
Active calls of the source: *; i = inactive; ? = inconclusive; . = not tested or not shown; [ ] = another dose, or the depositor's remark. % is scaled to controls: 0 for no effect and ±100 for the full control effect; potency is read from the fitted curve at half-maximal effect. An excerpt. The share of hits here may be higher or lower than overall.

Lipid storage S3,Lipid storage S3 cell count max,SMILES
i,.,COc1ccc(C)cc1N(CC(=O)N1CCCC1)S(=O)(=O)c1ccccc1
23%,3,CCn1c(=S)sc2c(=O)n(CC(=O)NCCCc3ccccc3)c(C)nc21
0%,.,COc1ccc(/C=N/Nc2nc(-c3cccnc3)nc3ccccc23)c(OC)c1
?,.,CCCCn1c(N)c(N(CCOC)C(=O)c2sc3ccccc3c2Cl)c(=O)[nH]c1=O
9%,7,OC1CCN(Cc2ccc(OCc3ccccc3)cc2)CC1
5%,1,CCOc1ccc(/C(O)=C/C(=O)C(=O)Nc2ccc(S(=O)(=O)NC(C)=O)cc2)cc1
?,.,Cc1cccc(N(CC(=O)NC2CCCC2)C(=O)CCC(=O)Nc2ccccn2)c1
?,.,O=C(NCCCn1ccnc1)C1CCCN(S(=O)(=O)c2cc(Cl)ccc2Cl)C1 (stereo not drawn)
17%,1,COc1cccc(-c2c(C(=O)N/N=C/c3cccs3)nnn2-c2nonc2N)c1
6%,-5,O=c1c2[nH]c3ccc(Br)cc3c2ncn1Cc1ccncc1
?,.,CCOc1ccccc1N(CC(=O)NC(C)(C)C)C(=O)Cn1nnc(-c2ccc(C)o2)n1
?,.,O=C(CCl)Nc1ccc(Sc2ccc(NC(=O)CCl)cc2)cc1
7%,29,CCOc1ccc(C2C(C(=O)c3cccs3)=C(O)C(=O)N2Cc2cccnc2)cc1 (stereo not drawn)
?,.,CCCCn1c(N)c(N(CCOC)C(=O)c2ccco2)c(=O)[nH]c1=O
0%,9,C[C@@H]1CN(Cc2cn(C)nc2-c2cccc(Cl)c2)C[C@H](C)O1
0%,-11,CC(NC(=O)C1CCN(S(=O)(=O)N2CCC3(CC2)OCCO3)CC1)c1ccccc1 (stereo not drawn)
-9%,-7,CC(C)(C)OC(=O)NCCCCCc1nnc(SCc2ccc(F)cc2)o1
?,.,COC(=O)CN1C(=S)N(Cc2ccccc2)C(=O)C1CC(=O)Nc1ccc(OC)cc1 (stereo not drawn)
?,.,Cc1cc(Cl)nc(Cl)c1C(=O)NCCc1ccccc1
?,.,COc1ccc(C)cc1NC(=O)CCN1CCN(C/C=C/c2ccccc2)CC1
4%,-10,CCc1nc(SCC(=O)N2c3ccccc3CC2C)c2c(C)c(C)sc2n1 (stereo not drawn)
-6%,0,CN(C)CCNC(=O)Cn1nc(C(F)F)cc1C1CC1
9%,-8,COc1cc(C)ccc1OCCCOc1ccccc1Cl
?,.,O=C(NC1CCCCC1)C12CC3CC(C1)CC(n1cncn1)(C3)C2
?,.,COC(=O)c1ccc(Cn2cnc3ccccc3c2=O)cc1
5%,1,CC(C)c1ccc(CNC(=O)C(=O)NCCCn2ccnc2)cc1
-18%,.,Cc1cccc(NC(=O)/C=C/c2cccs2)n1
?,.,NC(N)=N/N=C/c1ccc(OCc2ccccc2)c(OCc2ccccc2)c1
i,-1,CC(=O)Nc1ccc(NC(=O)CCN2C(=O)c3ccccc3C2=O)cc1
?,.,CCOC(=O)c1cc(NC(=O)Nc2ccccn2)c(C)nc1C
?,.,O=C1CC(C(=O)N2CCN(c3ccccc3O)CC2)CN1Cc1ccccc1 (stereo not drawn)
-27%,11,O=C(Nc1ccnn1C1CCN(Cc2ccn[nH]2)CC1)c1ccccc1
?,.,Cc1cc([N+](=O)[O-])ccc1N
?,.,COC(=O)c1c(NC(NC(=O)C(C)C)C(Cl)(Cl)Cl)sc2c1CCCC2 (stereo not drawn)
?,.,Cc1c(S(=O)(=O)N2CCN(c3ccc(F)cc3)CC2)c(=O)n(C)c(=O)n1C
?,.,CN(C(=O)c1ccc(NC(=O)Cc2cccc(NC(=O)C3CCN(C(=O)C4CCC4)CC3)c2)cc1)C1CCCC1
?,.,COCCCNC(=O)CCc1nc(-c2ccccc2Cl)no1
?,.,Cn1c(=O)c2c(nc(NCc3cccnc3)n2Cc2ccc(Cl)cc2)n(C)c1=O
?,.,N/C(=N\NC(=O)Nc1ccc(Cl)cc1)c1ccccn1
-15%,18,O=C(NCc1ccon1)C1CCC(=O)N(CCc2ccc(Cl)cc2)C1 (stereo not drawn)
i,6,COc1ccc(CCNC(=O)CN(Cc2ccc(Cl)cc2)S(C)(=O)=O)cc1OC
i,.,CC(=O)N1CCCc2cc(S(=O)(=O)NCc3ccc(C)cc3)ccc21
2%,-11,Cc1ccc(/C=C(/C#N)c2nc(CCN3C(=O)c4ccccc4C3=O)cs2)cc1
i,-22,COc1ccc(CNc2nc(-c3cccnc3)nn2C(=O)c2ccco2)cc1
2%,-2,Cc1ccc2c(c1)nnc1nnc(SCC(=O)O)n12
-2%,11,CCOC(=O)c1cn2nc(Oc3ccc(C#N)cc3)ccc2n1
0%,-1,COc1cc(/C=N/N2C(=O)C3C4C=CC(CC4)C3C2=O)ccc1O (stereo not drawn)
-12%,-2,CC(C)NC(=S)NC1(C)CCS(=O)(=O)C1 (stereo not drawn)
20%,2,CC(NC(=O)Nc1ccc(Cl)cc1)C(c1cccs1)N1CCOCC1 (stereo not drawn)
-10%,-16,COc1ccc(NC(=O)N2CCN(c3nc(-c4cccc(OC)c4)cs3)CC2)cc1
-4%,-9,Cc1nc2ccccc2c2oc(C(=O)N3CCc4ccccc43)cc12
?,.,COC(=O)c1cccc(NC(=O)CCN2C(=O)C3CC=CCC3C2=O)c1 (stereo not drawn)
?,.,O=C(CNC(=O)c1ccccc1)OCc1cc(=O)n2cc(Br)ccc2n1
-1%,-2,CC(=O)c1cnc2ncnn2c1C
?,.,Cc1ccc(NC(=O)CSc2nnc(CNC(=O)C34CC5CC(CC(C5)C3)C4)n2-c2ccc(F)cc2)cc1
?,.,Cc1ccc(Cl)c2c(N=Nc3ccccc3)c(O)[nH]c12
?,.,COc1ccc(/C=C/C(=O)c2cc(F)ccc2OC(=O)c2ccc(OC)c(OC)c2)cc1OC
8%[9.22 µM],3,Cc1ccc(Cn2nc3c(cc2=O)CCc2ccccc2-3)cc1
?,.,Cc1cc(C(=O)NC2CC(C)(C)Cc3c2cnn3-c2cccc(F)c2)n(C)n1 (stereo not drawn)
?,.,O=C(COc1ccccc1Br)Nc1ccccc1C(F)(F)F

Next section
Lipid storage S3,Lipid storage S3 cell count max,SMILES
?,.,Cc1nc2c(c(=O)n1CCC(C)C)c1nc3ccccc3nc1n2Cc1ccc2c(c1)OCO2
17%,7,C#C[C@]1(O)CCC2C3CCC4=CC(=O)CC[C@@H]4C3CC[C@@]21C (stereo partly drawn)
?,.,Cn1c(N)c(C(=O)CSc2nn(-c3ccccc3)c(=S)s2)c(=O)n(C)c1=O
?,.,Cc1cccc(N2CN(Cc3cccnc3)CNC2=S)c1C
10%,12,O=C(NC1CCN(CC(=O)N(c2ccccc2)c2ccccc2)CC1)c1ccc([N+](=O)[O-])cc1
i,.,COc1ccc(Br)c(C(=O)N(C)CC(=O)Nc2ccc(N3CCOCC3)cc2)c1
-1%,.,CC(C)c1ccccc1NC(=S)NN(Cc1ccccc1)c1ccccc1
i,-25,COc1ccc(S(=O)(=O)N2CCCCCC2)cc1C(=O)N1CCN(c2ccccc2O)CC1
i,-21,CC(C)C(=O)Nc1nc(-c2ccc([N+](=O)[O-])cc2)cs1
4%,25,Cc1ccc(NC(=O)c2ccccc2[N+](=O)[O-])nc1
?,.,CC1(C)N(O)CC(c2cccs2)=[N+]1[O-]
?,.,CN(Cc1ccccc1)c1oc(-c2ccco2)nc1C#N

A different layout for part of the listing above:
Compound,Lipid storage S3,Lipid storage S3 cell count max
O=C(NC1CCN(CC(=O)N(c2ccccc2)c2ccccc2)CC1)c1ccc([N+](=O)[O-])cc1,10%,12
COc1ccc(Br)c(C(=O)N(C)CC(=O)Nc2ccc(N3CCOCC3)cc2)c1,i,.
CC(C)c1ccccc1NC(=S)NN(Cc1ccccc1)c1ccccc1,-1%,.
COc1ccc(S(=O)(=O)N2CCCCCC2)cc1C(=O)N1CCN(c2ccccc2O)CC1,i,-25
CC(C)C(=O)Nc1nc(-c2ccc([N+](=O)[O-])cc2)cs1,i,-21
Cc1ccc(NC(=O)c2ccccc2[N+](=O)[O-])nc1,4%,25

Following part.
Lipid storage S3,Lipid storage S3 cell count max,SMILES
i,0,c1ccc(-n2ncc3c(NCc4ccco4)ncnc32)cc1
7%,-2,Cc1cccc(-n2ncc3c2CCCC3NC(=O)CN2CCCC2=O)c1C (stereo not drawn)
i,4,O=C(CCc1nc(-c2ccccc2)c(-c2ccccc2)o1)OCc1ccc(Cl)cc1
?,.,C/C(CC(=O)Nc1cccc(C(F)(F)F)c1)=N/NC(=O)C(=O)NCCO
?,.,CC(C)Sc1nc(N2CCOCC2)c2c(c1C#N)CC(C)(C)N(C)C2
?,.,O=C(CNC(=O)c1ccc(Cl)cc1Cl)OCCCn1c(=O)[nH]c2ccccc21
4%,2,Cc1ccc(S(=O)(=O)N(CC(=O)N=Nc2c(O)[nH]c3ccccc23)c2cccc(C)c2)cc1
4%,0,COc1ccc(CC(=O)c2c(O)cc(O)cc2O)cc1OC
-7%,-21,COc1ccc(CNS(=O)(=O)c2cc(OCC(N)=O)c(C)cc2Cl)cc1
?,.,O=C1CCCN1CCCNC(=S)Nc1ccc(Nc2ccccc2)cc1
0%,12,Oc1ccc(Br)cc1/C=N/N1CCCCC1
?,.,CC1CCN(C(=O)COC(=O)c2ccc(Br)o2)CC1
i,4,CC(CN1CCNCC1)(NS(=O)(=O)c1ccccc1)c1ccccc1 (stereo not drawn)
?,.,CCN(CC)CC(=O)NN=C(c1ccccc1)c1ccccc1
?,.,Cc1ccc(C(C)C)c(OCC(=O)OCC(=O)c2c(N)n(C)c(=O)n(C)c2=O)c1
i,18,CCNc1nc(NCC)nc(N/N=C/c2ccc([N+](=O)[O-])o2)n1
?,.,Cc1ccc(N(C)S(=O)(=O)c2ccc(-c3ccc(=O)[nH]n3)s2)cc1C
-14%,5,CCOC(=O)c1ccc(COC(=O)c2ccc3c(c2)-c2ccccc2C3=O)cc1
?,.,COc1cccc(-c2nc(Cc3ccc(OC)c(OC)c3)no2)c1
?,.,CCCCNC(=O)[C@@H]1CCCN1S(=O)(=O)c1cccc2cccnc12
?,.,Cc1nn(CC(=O)N2CCN(c3ccccn3)CC2)c(=O)c2cc3sccc3n12
?,.,O=C(O)c1ccc(NC(=S)NC2CCCCC2)cc1
?,.,O=C1OC(c2ccccc2)/C(=C(/O)c2ccc(Cl)cc2)C1=O (stereo not drawn)
-3%,1,O=c1cc(CN2CCN(c3cccc(C(F)(F)F)c3)CC2)nc2sccn12
14%,-4,Cc1ccc(Cl)cc1N1CCN(C(=O)c2ccccc2SCC(=O)N2CCCC2)CC1
?,.,CCC(=O)N1CCN(c2ccc(Cl)cc2NC(=O)c2ccc(N3CCCC3)c([N+](=O)[O-])c2)CC1
?,.,O=C(NCCc1ccccc1)C1CCCN1C(=O)NCc1ccccc1 (stereo not drawn)
i,.,CCOC(=O)c1c(C)c(C(=O)NCCCOC(C)C)c(C)n1C
-1%,-3,COc1ccc(Nc2oc(COc3ccc(C)cc3)nc2C#N)cc1
13%,0,Cc1nnsc1C(=O)NNc1c(Cl)cccc1Cl
?,.,COc1ccccc1CN(CC(=O)NCc1ccco1)C(=O)CNS(=O)(=O)c1ccccc1
15%,11,COc1cccc(NS(=O)(=O)c2cc3c(cc2C)NC(=O)CO3)c1
3%,8,Cc1ccc(C(=O)OCC(=O)Nc2c(Cl)cc(S(N)(=O)=O)cc2Cl)o1
?,.,CNC(=O)c1ccc(N(Cc2ccccc2)S(C)(=O)=O)cc1
22%,.,CC(Sc1nn(-c2ccccc2)c(=S)s1)C(=O)NCC1CCCO1 (stereo not drawn)
25%,8,CC(C)N(Cc1nnc(-c2ccccc2Cl)o1)C(=O)c1cccc(C#N)c1
i,23,O=C(c1ccc2c(=O)n(Cc3ccccc3)c(=S)[nH]c2c1)N1CCOCC1
?,.,O=C(OC(C(=O)NCC1CCCO1)c1ccc(F)cc1)c1ccco1 (stereo not drawn)
?,.,O=C(NC(Cc1ccccc1)C(=O)O)/C(=C/c1ccccc1)NC(=O)c1ccco1 (stereo not drawn)
-2%,-2,O=C(CCC1CCCN(C(=O)c2cccs2)C1)N1CCN(c2ccccn2)CC1 (stereo not drawn)
-16%,-16,COC(=O)CCN(C(=O)C12CC3CC(CC(C3)C1)C2)c1ccccn1
-3%,-1,O=S(=O)(NCCN1CCOCC1)c1cccc(C(F)(F)F)c1
1%,-13,CC(C)(C)C(=O)[C@H]1[C@H](c2ccccc2)[C@@]2(N=C(c3ccccc3)OC2=O)C2c3ccccc3C=NN21 (stereo partly drawn)
?,.,CC(C)c1ccccc1NC(=S)NCc1ccccc1F
?,.,COc1ccc(Br)cc1CN(C)C(=O)c1cc(Cl)c2c(c1)OCCO2
7%,19,COc1ccc(C(=O)Nc2ccccc2NC(=O)c2ccco2)cc1OC
9%,-1,C[C@H](NC(=O)C1CCN(S(=O)(=O)c2ccccc2)CC1)C(=O)NCc1ccc(Cl)c(Cl)c1

Four entries out of the list, arranged by heavy-atom count, rising:
Lipid storage S3,Lipid storage S3 cell count max,SMILES
9%,-8,COc1cc(C)ccc1OCCCOc1ccccc1Cl
9%,7,OC1CCN(Cc2ccc(OCc3ccccc3)cc2)CC1
7%,-2,Cc1cccc(-n2ncc3c2CCCC3NC(=O)CN2CCCC2=O)c1C (stereo not drawn)
2%,-11,Cc1ccc(/C=C(/C#N)c2nc(CCN3C(=O)c4ccccc4C3=O)cs2)cc1

Compound profiles, from the list above.
COC(=O)CCN(C(=O)C12CC3CC(CC(C3)C1)C2)c1ccccn1 across the screens: Lipid storage S3: -16%; Lipid storage S3 cell count max: -16
O=C(NC(Cc1ccccc1)C(=O)O)/C(=C/c1ccccc1)NC(=O)c1ccco1 (stereo not drawn) across the screens: Lipid storage S3: ?; Lipid storage S3 cell count max: .
